Compound activity from PubChem BioAssay.
IMPase Li cell – membrane-permeable IMPase blocker, potentiated with lithium | CHO-M1 cells, IP1 TR-FRET (IP-One), carbachol + lithium | Potency, µM (series often up to 59.4 µM), for the others: at the highest dose activity, negative = IMPase inhibition, most hits filed as inhibitors | 210,000 tested, 0.35% active;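 note: IP1 builds up when IMPase is blocked and the TR-FRET signal falls; potency is the fitted concentration of half-maximal effect; plate controls were basal vehicle for no effect and high inhibitor control for full effect; nearly all actives have a fitted effect of over 50% in size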
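CHO-M1, 2000 cells/well, 16–30 h culture; cpd + low Li+, 30 min 37C; lysis with d2-IP1/Eu-anti-IP1 Ab, 10 min RT; TR-FRET 665/620 ratio and 620 channel; AC50 via Hill.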
CBFb-RUNX1 inh – inhibitors of human CBF-beta and RUNX1 interaction | Q01196+Q13951 | AlphaScreen CBFb-His/RUNX1-biotin binding, biochemical | Potency, µM (highest dose often 59.8 µM), without a hit: at the top dose activity, negative = inhibition, most hits filed as inhibitors | AID 1477 | 230,000 tested, under 10 active; note: % of control where 0% means no effect
Target sequence (Q01196 whole entry, looked up): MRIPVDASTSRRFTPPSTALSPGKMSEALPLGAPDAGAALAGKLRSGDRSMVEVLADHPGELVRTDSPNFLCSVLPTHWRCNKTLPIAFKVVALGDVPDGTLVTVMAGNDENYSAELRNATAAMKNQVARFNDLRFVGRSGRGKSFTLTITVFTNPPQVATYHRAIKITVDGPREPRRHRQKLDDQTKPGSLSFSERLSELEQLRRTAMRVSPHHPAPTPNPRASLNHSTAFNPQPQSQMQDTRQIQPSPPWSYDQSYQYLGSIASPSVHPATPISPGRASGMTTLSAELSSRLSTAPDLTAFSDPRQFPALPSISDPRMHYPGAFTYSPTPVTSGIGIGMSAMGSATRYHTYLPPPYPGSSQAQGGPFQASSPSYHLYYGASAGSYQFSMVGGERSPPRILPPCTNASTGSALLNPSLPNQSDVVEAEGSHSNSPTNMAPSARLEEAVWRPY
Target sequence (Q13951 whole entry, looked up): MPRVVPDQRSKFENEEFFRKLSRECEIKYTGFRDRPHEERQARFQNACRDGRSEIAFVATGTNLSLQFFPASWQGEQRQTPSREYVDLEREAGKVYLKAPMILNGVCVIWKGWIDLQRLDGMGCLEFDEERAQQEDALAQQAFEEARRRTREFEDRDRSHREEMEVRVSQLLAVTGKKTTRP
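Interaction loss through any mechanism counts as activity. Pre-formed complex of His-CBF-beta and biotin-RUNX1 (30 nM apiece) is incubated with compound 15 min, then with 50 ng nickel and 50 ng streptavidin beads for 90 min before AlphaScreen detection.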
KinaseGlo FLuc – counter-screen: inhibitors of Kinase-Glo firefly luciferase. 200,000 tested, 0.28% active. Kinase-Glo luciferase, ATP luminescence, 8 min. Potency, µM (highest dose often 38.3 µM), for inactives: at the highest dose activity change, negative = inhibition, usual class: inhibitors. AID 1379. Q27757; note: potency is the fitted concentration of half-maximal effect; % is set by controls: 0 for no effect and ±100 for the full control effect; nearly all actives have a fitted effect of over 60% in size
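Luminescence was the read-out, taken after 8-minute incubation at ambient temperature. Luciferase turned over luciferin with 10 uM ATP in imidazole pH 7.2 buffer containing KCl, MgCl2, Tween 20 and BSA.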
Lamin A splicing – LMNA splicing modulation; AID 1487; Potency, µM (series often up to 46.1 µM), inactives show top-dose ratio change, negative = inhibition, usual class: inhibitors; 200,000 tested, 0.01% active; HeLa LMNA splicing GFP/RFP minigene ratio, 48 h; active = well fitted inhibition curve with a large enough effect in the signal ratio, with a control signal flat, not every such curve was filed as active; inconclusive = small, poorly fitted or top-dose-only effect, or effect the other way, or a change in a side signal; the % refers to the signal ratio; note: potency is the fitted concentration of half-maximal effect; % is set by controls: 0 for no effect and ±100 for the full control effect
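Read-out is the ratio of GFP to DsRed2 object intensity, acquired by 488 nm laser-scanning cytometry on HeLa lamin A-EGFP minigene reporter cells. Compound incubation 48 hrs at 37 °C in Opti-MEM with 2% FBS; DMSO 0.5% final.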
SMN2 splice up – increases expression of the SMN2 splice variant; Potency, µM (titrated, usually from 46.1 µM), inactives show at the highest dose activity change, positive = activation, usual class: activators; HEK293 SMN2-luciferase splicing reporter, luminescence, 30-36 h; AID 1458; 210,000 tested, 2.8% active; note: potency is the fitted concentration of half-maximal effect; % of control where 0% means no effect; nearly all actives have a fitted effect of over 55% in size
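HEK293 cells carry an SMN2 minigene-luciferase reporter in which exon 7 inclusion puts luciferase in frame. Cells were seeded at 2000 cells/well, attached for 10-12 hours, then exposed to compounds for 30-36 hours at 37C before ONE-Glo luminescence.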
HttQ103 aggreg – mutant huntingtin aggregation inhibition | PC12 HttQ103-GFP aggregates, Acumen cytometry, 40 h | 220,000 tested, 1.1% active | Potency, µM (top dose mostly 46.1 µM), for the others: at the highest dose activity change, negative = inhibition, hits mostly inhibitors; note: potency is the fitted concentration of half-maximal effect; % is set by controls: 0 for no effect and ±100 for the full control effect; nearly all actives have a fitted effect of over 60% in size
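Inducible Q103 Huntingtin exon 1–GFP PC12 line, 1500 cells/well in phenol red free DMEM with 5% equine and 5% calf serum. Tebufenozide 100 nM induced expression; compounds titrated; aggregates quantified by cytometry.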
HTT cytoprotect – cytoprotection in Huntington HTT-Q103 PC12 cell model; PC12 HTT-Q103 induced, cytoprotection, ATP luminescence, 40 h; Potency, µM (series often up to 56.4 µM), for inactives: cytoprotection (ATP increase), usual class: activators; 230,000 tested, 0.14% active;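 note: potency is the fitted concentration of half-maximal effect; % of control where 0% means no effect; nearly all actives have a fitted effect of over 45% in size; toxic huntingtin expression switched on by the ecdysone agonist tebufenozide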
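ATP quantification (ATPlite) reports survival of PC12 cells in which tebufenozide, 100 nM final, switches on Htt exon 1 with 103 glutamines linked to GFP; compounds are titrated.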
Active calls of the source: *; ? = inconclusive; . = not tested or not shown; [ ] = another dose, or the depositor's remark. Unless noted, calls come from the whole dose curve; as a rule, active = well fitted curve in the direction sought with a large enough effect; inconclusive = small, poorly fitted or top-dose-only effect, or another doubt; inactive = no such curve, though single readings can be large; an effect the other way counts as inactive or inconclusive.

SMILES	IMPase Li cell	CBFb-RUNX1 inh	KinaseGlo FLuc	Lamin A splicing	SMN2 splice up	HttQ103 aggreg	HTT cytoprotect
Cc1cc(N2C(=O)C(O)=C(C(=O)c3cccs3)C2c2cccc(Br)c2)no1 (centres undefined)	.	-8%	.	.	.	-5%[9.22 µM]	12%[10 µM]
CCOC(=O)c1[nH]c2ccc(Br)cc2c1NC(=O)CCN1CCCCC1	21%[38.3 µM]	2%	1%	?	-1%	-6%	8%[0.074 µM]
N#CCCn1c(=O)c(-c2ccccc2)nc2cnc(OCc3ccccc3)nc21	11µM*	.	1%	.	-17%	.	-30%[inhibitor]
CN(CC(=O)Nc1cc([N+](=O)[O-])ccc1Cl)Cc1ccc(Br)cc1	7%	-14%	3%	?	-30%	-28%	11%[10 µM]
Cc1cc([N+](=O)[O-])nn1CC(=O)NCc1ccco1	9%	0%	0%	6%	1%	7%	16%[10 µM]
COc1ccc(C(C)=O)cc1CSC(=N)N	5%	-1%	1%	.	-8%	6%	.
N#CC(C(=O)NCCc1ccccc1)c1nc2ccccc2nc1N1CCOCC1 (centres undefined)	15%[38.3 µM]	2%	-1%	2%	-20%	-1%	-32%
N#CCSc1ncnc2ccccc12	-7%	0%	-1%	?	-36%[inhibitor]	-25%	17%
Oc1cccnc1CCc1ccccc1	2%	12%	-7%	1%[46 µM]	.	-2%[9.22 µM]	12%[10 µM]
Cc1cccc(C)c1N1CCN(C(=O)N2CCCCC2)CC1	7%	6%	4%	-5%[46 µM]	-9%	11%[9.22 µM]	31%[10 µM]
CNC(=O)c1cc2ncc(C(F)(F)F)cc2s1	-3%	-7%	-4%	.	.	-9%	-17%
CNc1nc2ccccc2n1N	-12%	12%	1%	1%	-13%	14%	.
Cc1ccc2oc(=O)n(CC(=O)c3ccc(F)cc3)c2c1	.	7%	.	.	.	-11%[9.22 µM]	0%[10 µM]
CCCCS(=O)Cc1ccccc1 (centres undefined)	28%[38.3 µM]	1%	-3%	-5%	?	7%	1%
CCN(C(=O)CSc1nc2ccccc2c(=O)n1-c1ccc(C)cc1)C1CCS(=O)(=O)C1 (centres undefined)	1%	1%	7%	.	-3%	30%	5%
C/C(=N\Nc1cc(N2CCOCC2)nc(C)n1)c1cccc([N+](=O)[O-])c1	10%	-18%	-2%	?	-41%[inhibitor]	?	-45%[inhibitor]
COc1cc(-c2nnc(CSc3nnc(N)s3)o2)cc(OC)c1OC	-7%	-3%	1%	-11%	20%	-6%	.
CCN(CC)Cc1nc2c(c(=O)[nH]1)C1(CCCC1)Cc1ccccc1-2	27%[38.3 µM]	-6%	-1%	4%	-6%	1%	-11%
O=C(O)c1cc2c(s1)-c1ccccc1OC2	-18%[38.3 µM]	-3%	-1%	-1%	10%	7%	-17%
CCCCNc1c(C(=O)OCC)c(=O)[nH]c2ccccc12	-8%[38.3 µM]	8%	-3%	?	-13%	-17%	3%
Cc1cccc(NC(=S)N(CCN2CCOCC2)Cc2ccccc2F)c1	1%	7%	6%	?	-4%	-3%	-17%
C(=N\Nc1nc(Nc2ccccc2)nc(N2CCCCC2)n1)/c1ccco1	21%	-21%	0%	3%[46 µM]	.	-16%[9.22 µM]	0%[10 µM]
COC(=O)c1ccc(CSc2nc3c(cnn3-c3ccccc3)c(=O)[nH]2)o1	2%	-4%	-2%	8%	8%	-6%	6%[10 µM]
CC1CCN(CCCNC(=O)COc2cc(=O)n(C)c3ccccc23)CC1	0%[38.3 µM]	3%	1%	9%	11%	28%	1%
CCOc1ccc2c(c1)C(C)=CC(C)(C)N2C(=O)Nc1ccccc1	-6%[38.3 µM]	-23%	-2%	0%	1%	5%[9.22 µM]	3%
CCC1=NN2C(=N)/C(=C\c3cccn3-c3c(C)cccc3C)C(=O)N=C2S1	8%	-21%	-1%	-15%[46 µM]	?	-6%	30%[10 µM]
CCOC(=O)C(C(=O)NCc1ccc(C)cc1)c1ncc(C(F)(F)F)cc1Cl (centres undefined)	-3%[38.3 µM]	2%	-5%	-6%	-10%	4%	-9%
O=C(Nn1c(C2CCCCC2)nc2ccccc2c1=O)c1cc(Cl)ccc1[N+](=O)[O-]	2%	-4%	-4%	?	?	31%	9%[10 µM]
Cc1nn(Cc2ccc([N+](=O)[O-])cc2)c(=O)n1-c1c(F)cccc1F	11%[38.3 µM]	3%	3%	-2%	-15%	28%	32%[10 µM]
COc1ccc(-n2c(=O)c3c4c(sc3n(CC(=O)Nc3cc(C)[nH]n3)c2=O)CCC4)c(OC)c1	-5%	?	1%	.	-19%	6%	11%
COC(=O)c1oc2nc(C)cc(C)c2c1N	2%[38.3 µM]	-1%	3%	-13%	18%	-14%	-26%[10 µM]
Fc1ccc(/C=N/NC(=S)Nc2ccc(Cl)cc2Cl)cc1	.	24%	.	.	.	-29%[9.22 µM]	3%[10 µM]
COc1ccc(-c2ccc(SCC(=O)N3CCOCC3)nn2)cc1	-3%[38.3 µM]	5%	8%	9%	9%	2%	-89%[inhibitor]
CCN(C(=O)COC(=O)c1cccnc1SC)C1CCS(=O)(=O)C1 (centres undefined)	21%[38.3 µM]	3%	-3%	4%	19%	-10%	-7%
COc1cc(/C=N/NC(=O)COc2cccc(F)c2)ccc1OS(=O)(=O)c1ccc(C)cc1	7%	-4%	-1%	?	-14%	2%	.
CSCC[C@H](NC(=O)C1=NN(c2c(F)c(F)cc(F)c2F)C(=O)CC1)c1nc2ccccc2[nH]1	.	1%	.	.	.	-6%[9.22 µM]	0%[10 µM]
Cc1cccc(C)c1NC(=O)c1cc(-c2ccccn2)nc2ccccc12	6%	3%	-4%	2%[9.22 µM]	-10%	-12%	-46%[inhibitor]
O=C1NCCCC1C(=O)N/N=C/c1ccc([N+](=O)[O-])cc1 (centres undefined)	.	19%	.	.	.	-12%[9.22 µM]	-1%[10 µM]
O=C(N/N=C/C=C/c1ccccc1)c1cccnc1	.	3%	.	.	.	17%[9.22 µM]	14%[10 µM]
COc1cccc(C2CC(c3ccc(C)cc3)n3nc(N)nc3N2)c1 (centres undefined)	14%[38.3 µM]	3%	0%	-8%	9%	?	5%[10 µM]
COc1ncccc1-c1nnn(-c2ccccc2)n1	-2%	12%	.	.	.	-16%[9.22 µM]	-17%[10 µM]
O=C(NCCN1CCN(c2ccccc2F)CC1)C1CC(=O)N(C2CCCC2)C1 (centres undefined)	6%[38.3 µM]	-8%	-5%	9%	-7%	4%	16%
Cc1c(NS(=O)(=O)c2cc(NC(=O)CCN3CCCC(C)C3)ccc2Cl)c(=O)n(-c2ccccc2)n1C (centres undefined)	10%	3%	0%	20%[9.22 µM]	13%	26%	12%
COCCn1c(C)cc(C(=O)CSc2ncnc3sc4c(c23)CCC4)c1C	10%[38.3 µM]	-5%	-1%	-15%	-20%	6.3µM*	24%
CC1=NN(c2ccccc2)C(=O)C1/C=C1\NC(=S)NC1=O (centres undefined)	2%	0%	4%	.	-22%	11%	-134%[inhibitor]
Cc1noc(C)c1-c1ccc2ncnc(Nc3ccc(F)cc3)c2c1	-11%	.	.	?	.	.	-67%[inhibitor]
COc1cc(NC(=O)CSc2nnc3c(C)cc4cc(C)cc(C)c4n23)c(C(=O)O)cc1OC	5%	2%	0%	20%[46 µM]	.	-7%[9.22 µM]	4%[10 µM]
COc1ccccc1C(=O)N1CCC(C(=O)c2ccc(F)cc2)CC1	.	0%	.	?	.	9%	-15%
CCCc1nc(NC(=O)c2ccccc2)nc(NC(=O)c2ccccc2)n1	.	0%	.	.	.	10%[9.22 µM]	-14%[10 µM]
CCN(CC)CCCNc1nc(C)cc(COC)c1C#N	6%	-1%	0%	.	3%	2%	9%
COc1ccc(C2CC(c3ccccc3)Nc3nc(NS(C)(=O)=O)nn32)cc1 (centres undefined)	.	1%	.	.	.	7%[9.22 µM]	17%[10 µM]
COc1cccc(-c2cc(C(=O)Nc3ccc([N+](=O)[O-])cn3)c3ccccc3n2)c1	-2%	17%	2%	-15%	-26%	-32%	4%[10 µM]
CCOC(=O)C1CCN(CC(=O)Nc2cc(C)nn2-c2nc3ccccc3s2)CC1	1%[38.3 µM]	2%	2%	-6%	-11%	0%	-17%
COc1ccc(C)cc1-n1nnnc1SCC(=O)N1CCC(C(=O)Nc2nccs2)CC1	3%[38.3 µM]	-4%	2%	?	-1%	-10%	15%
CCCS(=O)(=O)N1CCN(C(=O)COc2ccccc2)CC1	32%[38.3 µM]	2%	-3%	10%	-3%	-12%	-1%
CS(=O)(=O)N1CCC(C(=O)Nc2ccc3c(c2)OCCO3)CC1	-9%[38.3 µM]	-1%	6%	8%	3%	-12%[9.22 µM]	-5%
Cc1ccc(C)c2[nH]c(=O)c(CCNC(=O)c3cc4ccccc4o3)cc12	44%[activator][38.3 µM]	7%	-3%	-3%	-31%[inhibitor]	-10%	3%[10 µM]
C=CCOC(=O)C1=C(C)OC(N)=C(C#N)C1c1ccccc1F (centres undefined)	29%[38.3 µM]	-1%	-6%	-7%	-5%	19%	7%[10 µM]
CC(=O)c1c(C)[nH]c(C(=O)Nc2cccc(S(=O)(=O)N3CCOCC3)c2)c1C	6%	2%	7%	?	8.9µM*	?	-8%[1.9 µM]
CCc1ccc(C2CC(c3ccccc3C)n3nc(N)nc3N2)cc1 (centres undefined)	5%	0%	-1%	-5%	-8%	-8%	6%[10 µM]

Single records, from the list above:
COc1cc(NC(=O)CSc2nnc3c(C)cc4cc(C)cc(C)c4n23)c(C(=O)O)cc1OC is entered as IMPase Li cell = 5%; CBFb-RUNX1 inh = 2%; KinaseGlo FLuc = 0%; Lamin A splicing = 20%[46 µM]; SMN2 splice up = .; HttQ103 aggreg = -7%[9.22 µM]; HTT cytoprotect = 4%[10 µM]
CCN(CC)CCCNc1nc(C)cc(COC)c1C#N is entered as IMPase Li cell = 6%; CBFb-RUNX1 inh = -1%; KinaseGlo FLuc = 0%; Lamin A splicing = .; SMN2 splice up = 3%; HttQ103 aggreg = 2%; HTT cytoprotect = 9%
